Bioassay records as filed in PubChem BioAssay.
OX1R antag-1: antagonists of human orexin 1 receptor. inhibition, % at 5 µM. CHO/OX1R cells, Fluo-8 calcium fluorescence, orexin A. 330,000 tested, 0.43% active. AID 434989;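 active = inhibition above its plate's threshold, mean inhibition of all tested compounds on the plate plus 3 SD, cut at about 37% in these data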;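 note: 0% = orexin A challenge wells and 100% = SB-334867-A antagonist wells; not every result past the cut was called active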
Target sequence (O43613 whole entry, looked up): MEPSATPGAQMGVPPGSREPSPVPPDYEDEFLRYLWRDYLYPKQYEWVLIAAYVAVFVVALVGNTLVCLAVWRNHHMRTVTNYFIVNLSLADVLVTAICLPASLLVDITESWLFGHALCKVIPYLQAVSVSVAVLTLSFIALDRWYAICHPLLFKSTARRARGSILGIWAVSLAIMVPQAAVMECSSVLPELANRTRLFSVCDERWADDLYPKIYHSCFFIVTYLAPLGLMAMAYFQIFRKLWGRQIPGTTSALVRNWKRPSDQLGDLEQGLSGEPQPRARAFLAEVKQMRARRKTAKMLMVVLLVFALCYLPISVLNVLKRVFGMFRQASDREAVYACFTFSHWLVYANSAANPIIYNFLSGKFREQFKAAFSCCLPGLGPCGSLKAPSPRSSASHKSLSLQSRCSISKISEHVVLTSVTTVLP
OX1R antag-2: antagonists of human orexin 1 receptor (OX1R). O43613. OX1R-expressing cells, FRET antagonist read-out. inhibition, % at 6.6 µM. 330,000 tested, 1.8% active. AID 485270; in the data active = inhibition mostly above about 38%, no sharp cut-off; inactive = mostly below about 40%;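 note: 0% = agonist challenge alone and 100% = reference antagonist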
STK33 kinase inh: blocks human STK33 kinase activity; Q9BYT3; purified STK33, MBP phosphorylation, ADP-Glo luminescence; inhibition, % at 10 µM; 320,000 tested, 0.073% active; AID 2661;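 active = inhibition at or above 25%, using the most active replicate where run in duplicate; inactive = inhibition below 25%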
Target sequence (Q9BYT3 whole entry, looked up): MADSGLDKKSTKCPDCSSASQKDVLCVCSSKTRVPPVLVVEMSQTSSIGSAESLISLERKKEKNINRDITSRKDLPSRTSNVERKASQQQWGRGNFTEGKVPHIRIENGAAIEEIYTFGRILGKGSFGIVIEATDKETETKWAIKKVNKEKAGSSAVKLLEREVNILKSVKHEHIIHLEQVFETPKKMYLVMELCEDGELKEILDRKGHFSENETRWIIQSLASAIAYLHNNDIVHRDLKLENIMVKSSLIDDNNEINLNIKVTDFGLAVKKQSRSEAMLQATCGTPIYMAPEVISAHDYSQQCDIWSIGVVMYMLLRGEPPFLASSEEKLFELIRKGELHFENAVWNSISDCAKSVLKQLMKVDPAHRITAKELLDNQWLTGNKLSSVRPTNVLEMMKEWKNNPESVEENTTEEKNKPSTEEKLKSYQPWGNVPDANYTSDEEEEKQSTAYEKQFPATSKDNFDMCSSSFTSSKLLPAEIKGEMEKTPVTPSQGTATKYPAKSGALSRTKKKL
Starred values were filed as active, the others as inactive; . = not tested or not shown.

OX1R antag-2 | OX1R antag-1 | STK33 kinase inh | SMILES
14 | -23 | 8.3 | CCc1nc(NCCCn2ccnc2)c2oc3ccccc3c2n1
20 | -6 | -1.9 | O=c1cc(CN2CCN(S(=O)(=O)c3ccccc3[N+](=O)[O-])CC2)nc2sccn12
8 | 4 | -1.0 | O=C(COC(=O)COc1ccccc1)NC1CCCc2ccccc21 (stereo not given)
13 | -14 | -0.9 | CC(OC(=O)c1ccc(Cl)c(S(N)(=O)=O)c1)C(=O)NCc1ccc2c(c1)OCO2 (stereo not given)
41 | -15 | -0.3 | O=C(c1ccco1)N(Cc1cc2ccccc2[nH]c1=O)C1CCCCC1
5 | 0 | 0.7 | CC(C)(C)c1ccc(Oc2ccc(N)cn2)cc1
4 | -33 | -1.4 | Cc1onc(-c2ccccc2)c1C(=O)N(Cc1ccccc1)C(C)C
-4 | 3 | -1.7 | O=C(O)CCc1ccc(-c2ccccc2)n1-c1ccc(C(=O)O)cc1
21 | -1 | -1.4 | O=C(c1ccc(Br)s1)N1CCc2ccccc2C1
7 | -11 | -0.5 | OCC1(CCOc2ccccc2)CCN(Cc2cn[nH]c2-c2ccc(F)cc2)CC1
3 | -10 | -0.2 | CC(C)CC(NC(=O)CCl)c1ccccc1 (stereo not given)
20 | -20 | -1.6 | COc1cccc(-c2cccc(NC(=O)C3CCN(C4CCC4)CC3)c2)c1
25 | -22 | -0.3 | O=C(NC1CCSc2ccccc21)c1ccc(F)c(S(=O)(=O)N2CCOCC2)c1 (stereo not given)
7 | 3 | 0.1 | CCC(Sc1nc2ncnc(N)c2[nH]1)C(=O)O (stereo not given)
20 | -30 | -0.9 | Cc1nc(CSc2ccc(Cl)cc2)cc(N2CC(C)OC(C)C2)n1 (stereo not given)
-3 | -25 | -1.0 | Cc1cc(C)cc(NC(=O)c2cc(S(=O)(=O)N3CCCC3)cn2C)c1
40* | 4 | 2.5 | CN(C(=O)C1CCCN(c2ncnc3c2nc2n3CCCCC2)C1)c1cccc(Cl)c1 (stereo not given)
-3 | -22 | -0.8 | Cc1ccc(CNC(=O)C2CC(c3cc(C(F)(F)F)cc(C(F)(F)F)c3)=NO2)o1 (stereo not given)
6 | -17 | -0.6 | COc1ccccc1NC(=S)NN1CCN(C)CC1
10 | -19 | -0.4 | CCOCCOC(=O)C1=C(C)Nc2ccc(C)cc2S1
-6 | -34 | . | COC(=O)[C@]1(C)N[C@H](CN(C)S(=O)(=O)c2ccc(-c3ccccc3)cc2)[C@@H]2C(=O)N(C)C(=O)[C@@H]21
15 | -21 | -0.9 | CCN(CC)S(=O)(=O)c1ccc(N2CCOCC2)c(NC(=O)Cc2ccc(Cl)cc2)c1
8 | -38 | -0.6 | CS(=O)(=O)Nc1cccc(C2=NN(C(=O)c3ccco3)C(c3cccs3)C2)c1 (stereo not given)
5 | -37 | 0.6 | CCOC(=O)c1cc(-c2ccccc2)nc2nc(N(CC)CC)sc12
2 | 5 | 1.4 | CCOc1ccccc1NC(=O)c1ccc(OCC(=O)N2CCOCC2)c(OC)c1
16 | -2 | -0.8 | O=C(CCn1c(=O)c2ccccc2n(CC(=O)NCCC2=CCCCC2)c1=O)NCc1ccco1
15 | -4 | -0.2 | CC(C)c1nc(-c2ccccc2)c(-c2ccccc2)[nH]1
19 | -6 | -3.7 | Cc1cc(C)cc(Nc2cc(=O)n(C3CCCCC3)c(=O)[nH]2)c1
-2 | -17 | -1.3 | COC(=O)c1sccc1NS(=O)(=O)c1ccc(F)cc1F
25 | -7 | 1.7 | Cn1c(N)c(C(=O)COC(=O)c2ccnc3ccccc23)c(=O)n(C)c1=O
44 | -16 | -0.5 | COc1cc(O)c(C(CC(=O)N2CCN(c3ccccc3)CC2)c2ccc(N(C)C)cc2)c(OC)c1 (stereo not given)
6 | -8 | -1.1 | CCN(CC)c1ccc2cc(C(=O)NNC(=O)c3ccc(S(=O)(=O)N4CCCCC4)cc3)c(=O)oc2c1
-4 | -20 | 8.7 | O=C(CSc1nncs1)NC1CCCCCCC1
26 | -14 | 1.0 | CN(C)/C=C/C(=O)c1ccc(Cl)cc1Cl
13 | -13 | -1.0 | CCOc1ccc(NC(=O)C2C3C=CC4(O3)C2C(=O)N(Cc2cccnc2)C4C(=O)NC2CCCCC2)cc1 (stereo not given)
13 | -11 | -0.1 | CN(CCC#N)C(=O)COC(=O)c1cccnc1Nc1ccccc1F
2 | -6 | -0.7 | CCOC(=O)N1CCC(NC(=O)c2csc3c2CCCC3)CC1
9 | -16 | 0.3 | O=C(NCc1ccco1)c1noc2c1CCCCC2
15 | -11 | 0.3 | Cn1nnnc1SCC(=O)NC(=O)NCc1ccccc1
9 | -3 | 0.2 | O=C(NC(=S)Nc1ccccc1Cl)c1ccco1
31 | -16 | -0.7 | Cc1c(-c2cccc(NC(=O)c3ccco3)c2)nc2ncccn12
19 | -32 | -0.7 | Cc1c(C(=O)NC(Cc2ccccc2)c2nc3ccccc3[nH]2)cccc1[N+](=O)[O-] (stereo not given)
4 | -36 | -0.2 | CC1CCN(c2nc3ccc(C(=O)N4CCN(Cc5ccc6c(c5)OCO6)CC4)cc3s2)CC1
5 | -22 | 0.1 | COc1ccc(NC(=O)Nc2ccc3c(c2)C(=O)N([C@H](C)CO)C[C@H](C)[C@@H](CN(C)S(=O)(=O)c2ccccc2)O3)cc1
10 | -45 | -3.7 | CCc1ccc(-c2cc(C(=O)NCc3ccccn3)c3ccccc3n2)cc1
7 | -10 | 0.3 | Cc1ccc(/C=C2\SC(=S)N(NS(=O)(=O)c3ccc(C)cc3)C2=O)cc1
16 | 3 | -1.0 | CC(=O)c1cc2c(cc1NC(=O)Cn1nc(C)c(C)c(C#N)c1=O)OCO2
20 | 2 | 0.1 | COC(=O)C(N)CCCCN (stereo not given)
18 | -16 | -0.2 | CCn1c(SCC(=O)NC2CC2)nnc1C(C)Oc1ccccc1 (stereo not given)
2 | -11 | -0.3 | CC(=O)NCc1ccc(C(=O)CCl)cc1
10 | -9 | -1.8 | CCOc1ccc(NC(=O)CN(C)C(=O)C2=COCCO2)cc1OCC
27 | -20 | 0.3 | COc1cc(OC)cc(C(=O)Nc2cccc(NC(=O)c3ccccc3)c2)c1
18 | -4 | -2.0 | CCOc1ccc(NC(=O)NC(=O)N(C(C)C)S(C)(=O)=O)cc1
11 | -14 | 0.6 | CCOC(=O)C1CCN(S(=O)(=O)c2ccc(C)c(C)c2)CC1
-6 | 0 | 0.8 | O=C(NCc1ccc(Cl)cc1)c1ccncc1
13 | 2 | -0.8 | C=CCn1c(CNC(=O)c2ccccc2F)nnc1SCC(=O)N1CCOCC1
25 | -35 | -1.1 | CCCCn1c(=O)c(CCC(=O)OCC(=O)Nc2cccc3ccccc23)nc2ccccc21
11 | -36 | 0.4 | Cc1cc(F)ccc1NC(=O)C(C)n1c2ccccc2c2nc(=O)cc(C)n21 (stereo not given)
-1 | -9 | -0.4 | COc1ccc(NC(=O)CN2C(=O)NC(C)(c3ccc(C)cc3)C2=O)cn1 (stereo not given)
23 | -16 | -1.1 | O=C(CN1C(=O)NC2(CCCCCC2)C1=O)c1ccccc1

Remaining list, next part
OX1R antag-2 | OX1R antag-1 | STK33 kinase inh | SMILES
0 | -14 | -2.7 | CC(=O)c1cc(CN2CCN(C(C)C)C(CCO)C2)cs1 (stereo not given)
42 | -28 | -1.0 | CCCCOC(=O)CSc1nc(N)c(C#N)c(-c2ccc(OC)cc2)c1C#N
25 | -18 | -1.6 | Clc1ccc(-c2ccnc(Oc3cc(Cl)ccc3Cl)n2)cc1
23 | -15 | . | CSc1ccc2nnc(-c3cccc(F)c3)n2n1
31 | -7 | -0.7 | CC1CCC(N2CCNCC2)CC1 (stereo not given)
22 | -45 | -1.2 | CC(C)(C)OC(=O)N1CCC(c2c(C(=O)NCC3CCN(C4CCCC4)C3)cnn2-c2cccc(Cl)c2)CC1 (stereo not given)
10 | 13 | 2.0 | Nc1cc(Cl)nc(N/N=C/c2c(O)ccc3ccccc23)n1
14 | -26 | -0.5 | CCN(Cc1ccccc1)S(=O)(=O)c1c(C)[nH]c(C)c1C(=O)N1CCCCC1
13 | -25 | -0.1 | Cc1ccc(OCC(=O)Nc2ccccc2Sc2ccccc2)c([N+](=O)[O-])n1
11 | -17 | -1.0 | O=[N+]([O-])c1cccc(C=Nc2cccc3ccccc23)c1O
36 | -6 | 0.2 | CCC(c1nnnn1Cc1ccco1)N(Cc1cc2cc(OC)ccc2[nH]c1=O)C1CCCCC1 (stereo not given)
29 | -21 | -0.7 | Cc1noc(C)c1S(=O)(=O)Nc1ccc(C(=O)NCCc2ccccc2)cc1
9 | -2 | 0.4 | CC(=O)NC(=S)NNC(=O)CCc1ccccc1
46 | -23 | -1.1 | Cn1c(=O)c(C(=O)CN2CCCc3ccccc32)c(N)n(Cc2ccccc2)c1=O
15 | -22 | 0.2 | COc1ccc(C2OC(=O)CC2C(=O)NCc2ccccc2Cl)cc1OC (stereo not given)
9 | -19 | -1.1 | CC/C(=N\O)c1ccc(OC)c(OC)c1
7 | -9 | -1.0 | CCOC(=O)COc1ccc(S(=O)(=O)N2CCc3ccccc3C2)cc1
15 | -34 | -0.8 | CCCCn1c(=O)c2ccccc2c2ccccc2c1=O
1 | -9 | -1.2 | Cc1c2c([n+]3n1CCC3)CC(C)(C)CC2=O
17 | -17 | 4.0 | CCC1CCCCN1CCCNS(=O)(=O)c1ccc2c(c1)oc(=O)n2C (stereo not given)
29 | -10 | -1.6 | Cc1c(Br)c([N+](=O)[O-])nn1C(C)C(=O)N1CCc2ccccc2C1 (stereo not given)
-11 | -17 | -1.0 | CCC(=O)N(Cc1cc(=O)[nH]c2ccccc12)c1ccc(OC)cc1
12 | -19 | 1.0 | O=C(COc1cc(=O)n2c(n1)SCCC2)c1ccccc1
8 | -17 | -2.0 | COc1ccc(CCN=Cc2c(C)[nH]n(-c3ccc([N+](=O)[O-])cc3)c2=O)cc1OC
31 | 20 | -0.8 | COc1ccc(-c2cn3cccnc3n2)cc1Br
10 | 4 | 1.2 | COc1ccc(C(=O)NCC(=O)N/N=C/c2c(C)[nH]c3ccccc23)cc1OC
8 | -32 | -0.5 | CCCOc1ccc(CNC(=O)C2CCN(c3nn4c(=O)cc(C)nc4s3)CC2)cc1
10 | -18 | -1.3 | CCn1c(CNC(=O)c2ccccc2)nnc1SCC(=O)N1CCN(c2ccccc2)CC1
6 | -39 | -0.3 | COC(=O)C1=C(N)Oc2cc(C)n(C)c(=O)c2C1c1ccc(Cl)cc1 (stereo not given)
38 | -24 | 5.3 | COc1cc2[nH]c(C(=O)Nc3ccc(F)cc3)cc2c(OC)c1OC
8 | -11 | -0.4 | Cc1ccc(C)n1-c1ccc(C(=O)NC2CCN(Cc3ccccc3)CC2)cc1
9 | -17 | -0.6 | COCCC(=O)N1CCCC(C(=O)c2ccc(Oc3ccccc3)cc2)C1 (stereo not given)
11 | -14 | -2.2 | Cc1ccc(S(=O)(=O)N2CCOCC2)cc1NC(=O)COC(=O)/C=C/c1ccc(F)cc1
47 | -7 | -0.4 | O=C(NCc1ccc(OC(F)(F)F)cc1)C1CC(c2ccc(C(F)(F)F)cc2)=NO1 (stereo not given)
14 | -49 | 0.8 | Cc1ccc(C2=NN(C(=O)c3ccco3)C(O)(C(F)(F)F)C2)cc1 (stereo not given)
4 | -4 | -0.6 | CSCCC(NC(=O)c1ccccc1Br)C(=O)NNC(=O)c1ccco1 (stereo not given)
8 | 2 | -2.8 | NS(=O)(=O)c1ccc(NC(=O)c2ccccc2Cl)cc1
